S2 tox = reduces viability in counter-screen for ATXN expression inhibitors. S2 cells (HEK-293 line with an ATXN2-luciferase reporter) viability, CellTiter-Fluor protease fluorescence, 24 h. Potency, µM (top dose mostly 56.7 µM), most hits filed as cytotoxic. actives 0.49% (n = 400,000). AID 651635; note: nearly all actives have a fitted effect of over 40% in size
MCF10A rereplic = DNA re-replication induction in MCF 10a cells; MCF 10A DNA re-replication, Hoechst nuclear intensity, 48 h; Potency, µM (series often up to 46.1 µM), for the others: at the top dose activity, positive = re-replication, actives largely listed as activators; actives 2.9% (n = 350,000); AID 624296; note: % of control where 0% means no effect; nearly all actives have a fitted effect of over 50% in size
ATXN2 expr inh = ATXN2 expression inhibition | AID 1745845 | actives 0.72% (n = 360,000) | HEK-293 ATXN2-luciferase reporter, luminescence, 24 h | Potency, µM (highest dose often 57 µM), inactives show at the highest dose activity change, negative = inhibition, usual class: inhibitors; note: % is set by controls: 0 for no effect and ±100 for the full control effect; nearly all actives have a fitted effect of over 55% in size
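qHTS (up to 57 uM final) was run with 24 h compound exposure of reporter cells at 37 °C. Each well was multiplexed: SteadyGlo luminescence measured ATXN2-luciferase expression after a fluorogenic Gly-Phe-AFC viability readout (25 uM final).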
Nrf2 activator = activators of Nrf2 (ARE) signaling | Potency, µM (top dose mostly 46.1 µM), for the others: at the top dose activation, most hits filed as activators | AREc32 ARE-luciferase reporter (MCF7-derived line), luminescence, 24 h | actives 0.31% (n = 410,000); note: % of control where 0% means no effect; nearly all actives have a fitted effect of over 65% in size
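AREc32 cells carrying an ARE-driven firefly luciferase reporter were seeded at 1000 cells/well in OPTI-MEM with 5% FBS, then exposed to compound for 24 hr at 37 deg C. Luminescence was read with Steady-Glo after 30 min at RT.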
HepG2 tox = kills HepG2 cells in TGF-b inhibitor counter-screen; HepG2 CAGA-GFP viability, ATP luminescence, 18 h; Potency, µM (series often up to 46.1 µM), without a hit: top-dose activity change, negative = cytotoxicity, usual class: cytotoxic; actives 0.76% (n = 410,000); note: some results filed as inactive show a strong effect at the top dose
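CellTiter-Glo luminescence gave cytotoxicity after 18 hours at 37 degrees C. The cells were HepG2 CAGA-GFP in 1% FBS DMEM, stimulated with 500 pg/mL TGF-beta after compound addition. %Activity was normalised to no-cell wells (complete cell-killing) and DMSO (no toxicity), and curves were fitted and classified.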
A549 tox = A549 cytotoxicity, counter-screen for Nrf2 inhibitors. A549 ARE-Fluc cells, CellTiter-Fluor viability, 18-24 h. Potency, µM (titrated, usually from 46 µM), for the others: top-dose activity change, negative = cytotoxicity, actives largely listed as inhibitors. actives 0.16% (n = 390,000). AID 504648; note: % is set by controls: 0 for no effect and ±100 for the full control effect
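A549 ARE-Fluc cells in 5% FBS OPTI-MEM, 5000 cells/well, rested 2 h then exposed to compounds in concentration-response for 18-24 h at 37 °C. Viability by CellTiter-Fluor fluorescence (Ex 405/Em 525) after 30 min; luciferase luminescence (BugLite, 15 min, RT) read afterwards.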
EPAC2 antagonist = EPAC2 (human) antagonism; Q8WZA2; EPAC2 GEF exchange of Rap1B-BODIPY-GDP, fluorescence; Potency, µM (doses to about 114 µM), inactives show at the highest dose activity, negative = inhibition, usual class: inhibitors; actives 0.18% (n = 360,000); AID 720708; note: % is set by controls: 0 for no effect and ±100 for the full control effect; nearly all actives have a fitted effect of over 45% in size; many of its hits are not listed in these tables
Target sequence (Q8WZA2 whole entry, looked up): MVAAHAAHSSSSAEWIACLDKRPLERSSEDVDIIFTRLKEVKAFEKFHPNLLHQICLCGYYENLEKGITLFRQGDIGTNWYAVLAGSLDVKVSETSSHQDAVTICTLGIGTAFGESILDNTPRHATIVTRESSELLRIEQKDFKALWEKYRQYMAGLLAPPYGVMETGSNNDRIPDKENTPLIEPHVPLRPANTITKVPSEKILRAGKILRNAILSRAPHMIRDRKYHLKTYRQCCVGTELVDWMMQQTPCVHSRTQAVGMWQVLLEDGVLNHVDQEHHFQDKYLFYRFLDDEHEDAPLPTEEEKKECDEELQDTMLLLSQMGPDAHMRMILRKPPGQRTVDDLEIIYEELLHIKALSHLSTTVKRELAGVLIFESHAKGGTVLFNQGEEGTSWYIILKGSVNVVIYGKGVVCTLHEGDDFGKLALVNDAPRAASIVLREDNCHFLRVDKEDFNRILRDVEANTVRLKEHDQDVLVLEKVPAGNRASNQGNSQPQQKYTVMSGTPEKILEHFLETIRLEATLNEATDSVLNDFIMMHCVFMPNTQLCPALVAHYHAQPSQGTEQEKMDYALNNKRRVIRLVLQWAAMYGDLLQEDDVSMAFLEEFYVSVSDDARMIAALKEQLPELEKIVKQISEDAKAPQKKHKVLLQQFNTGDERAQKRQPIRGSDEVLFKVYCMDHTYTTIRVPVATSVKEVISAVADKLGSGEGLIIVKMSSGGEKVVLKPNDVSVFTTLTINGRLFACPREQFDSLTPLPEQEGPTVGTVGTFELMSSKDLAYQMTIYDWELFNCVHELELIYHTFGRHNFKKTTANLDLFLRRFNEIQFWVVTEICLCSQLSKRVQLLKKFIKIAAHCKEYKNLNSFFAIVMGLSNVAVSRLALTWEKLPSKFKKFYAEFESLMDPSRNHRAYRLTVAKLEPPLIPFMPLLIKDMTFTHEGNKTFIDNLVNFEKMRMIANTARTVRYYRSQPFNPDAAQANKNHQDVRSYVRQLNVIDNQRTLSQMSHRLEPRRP
Nrf2 block = Nrf2 pathway inhibition; actives 2.1% (n = 360,000); Potency, µM (titrated, usually from 46 µM), without a hit: at the highest dose activity change, negative = inhibition, usual class: inhibitors; AID 504444; A549 ARE-Fluc reporter, luciferase luminescence, 18-24 h; note: % is set by controls: 0 for no effect and ±100 for the full control effect; nearly all actives have a fitted effect of over 60% in size
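Concentration-response testing used A549 ARE_Fluc cells at 5000 cells/well. Following an 18-24 h compound incubation, viability was read by fluorescence (Ex 405/Em 525) and luciferase output by luminescence.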
TGFb inhibitor = blocks TGF-b signaling | HepG2 CAGA-GFP TGF-b/SMAD3 reporter, GFP fluorescence, 18 h; TGF-beta stimulated, 500 pg/mL final | Potency, µM (titrated, usually from 46.1 µM), inactives show at the highest dose activity, negative = inhibition, actives largely listed as inhibitors | actives 1.2% (n = 410,000); note: % is set by controls: 0 for no effect and ±100 for the full control effect; nearly all actives have a fitted effect of over 65% in size
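Inhibition of TGF-beta-driven CAGA-GFP reporter expression in HEPG2 cells is measured by cellular GFP fluorescence after 18 h stimulation with 500 pg/mL recombinant TGF-beta in 1% FBS medium at 37 degrees C.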
Numbers without * were called inactive; i = inactive; ? = inconclusive; · = no result given; [ ] = another dose, or the depositor's remark. Calls come from the whole dose curve; as a rule, active = well fitted curve in the direction sought with a large enough effect; inconclusive = small, poorly fitted or top-dose-only effect, or another doubt; inactive = no such curve, though single readings can be large; an effect the other way counts as inactive or inconclusive. Potency is the fitted concentration of half-maximal effect. A portion of the library. The share of hits here may be higher or lower than overall.

SMILES | S2 tox | MCF10A rereplic | ATXN2 expr inh | Nrf2 activator | HepG2 tox | A549 tox | EPAC2 antagonist | Nrf2 block | TGFb inhibitor
Cc1cc(C)cc(N(CC(=O)NCc2ccc(F)cc2)C(=O)c2snc(C(N)=O)c2N)c1 | i | ? | 2.8% | -0.5% | -13.7% | -1.5% | 2.3% | 2.1% | -11.1%
Cc1ccc(N(CC(=O)NC2CCCCC2)S(=O)(=O)c2c(C)nn(C)c2C)cc1 | i | -1.2% | 5.2% | -0.5% | 7.3% | 0.1% | -3.7% | -7.3% | -1.3%
Cn1c(-c2ccc(F)cc2)cnc1NCc1ccccc1F | i | 16.1% | · | 4.3% | -9.8% | 7.1% | 2.7% | ? | -2.3%
CCOC(=O)NC(=O)/C(N=Nc1cc(C)cc(C)c1)=C(\C)O | i | -43.0%[inhibitor] | 5.2% | 0.1% | 7.0% | -6.2% | 3.4% | 4.4% | 15.9%
CSCCC(NC(=O)COc1ccccc1)C(=O)NCC1COc2ccccc2O1 (stereo not drawn) | i | 1.2% | 2.9% | 0.6% | 3.3% | 1.4% | -8.5% | 2.4% | 79.2%[activator]
S=C(Nc1ccccc1Cl)Nc1ccc(Cl)cc1Cl | i | 9.8% | 5.7% | 4.0% | 0.1% | -1.4% | 0.5% | 20.0% | 4.1%
Cn1cc(S(=O)(=O)Nc2ccc3c(c2)OCCO3)cn1 | i | -2.3% | -16.5% | 0.5% | -3.0% | 3.0% | 5.3% | ? | -28.1%
COc1ccc(C2C(C#N)=C(N)N(c3cccnc3)C3=C2C(=O)CC(C)(C)C3)cc1OC (stereo not drawn) | i | 1.8% | 1.2% | 4.3% | 3.4% | -10.4% | 2.7% | -4.6% | -4.8%
CC1=C(C(=O)NC(C)c2ccc3c(c2)OCCO3)C2(CCC(C)CC2)OC1=O (stereo not drawn) | i | 24.9% | 0.0% | -0.6% | -20.3% | -18.3% | -4.6% | -11.3% | -9.9%
CCN(CC)C(C)C(=O)Nc1c2c(cc3c1CCC3)CCC2 (stereo not drawn) | i | 7.1% | -19.0% | -1.5% | -2.0% | -7.2% | 1.6% | -1.0% | -11.9%
FC(F)(F)c1cc(CCN2C(=S)NC[C@@H]2c2ccccc2)cc(C(F)(F)F)c1 | ? | ? | ? | 0.6% | -70.4% | -0.1% | -21.7% | -13.9% | ?
CC(C)CN(CC(C)C)c1ccc(/C=N/n2cnnc2)cc1[N+](=O)[O-] | i | ? | 2.3% | 0.2% | -46.7% | -6.7% | -24.4% | -9.2% | ?
O=S(=O)(Nc1cccc2c1CCCC2)c1cccc(C(F)(F)F)c1 | i | 21.9% | -9.9% | -0.5% | -36.8% | 0.5% | ? | -2.3% | ?
COc1cccc(-c2nc(C(N)=O)c3c(n2)n(-c2ccc4c(c2)OCO4)c(=O)n3C)c1OC | i | · | -13.1% | 0.1% | -28.3% | -5.1% | · | · | 9.6%
O=C1C2C3CCCC3=C3CCCC3C2C(=O)N1c1ccccc1 (stereo not drawn) | i | 6.8% | 4.8% | -0.6% | 4.4% | -0.1% | 5.6% | -1.6% | -22.0%
CN(C)c1ccc(C(C(=O)NC2CCCC2)N(C(=O)c2csnn2)C2CC2)cc1 (stereo not drawn) | i | -6.1% | -4.9% | -0.5% | -0.8% | -0.6% | -2.4% | -23.7% | 11.6%
Cc1ccnc(N2CCN(c3cc(C)c(C#N)c4nc5ccccc5n34)CC2)c1 | i | -115.2%[0.0737 µM] | -4.1% | 0.3% | 27.5% | -0.4% | 3.3% | 14.2% | -5.0%
CCN(C(=O)c1cc2c(s1)-c1ccccc1OC2)c1cc(Cl)ccc1OC | i | · | -20.1% | -1.1% | -19.5% | -17.7% | · | ? | 8.91µM*
COc1ccc(CN2CCNC(=O)C2CC(=O)N(C)Cc2nonc2C)c(F)c1 (stereo not drawn) | i | -2.3% | -4.8% | 0.4% | 12.9% | 0.7% | 15.4% | 6.4% | -10.1%
COc1ccc(/C=C/C(=O)Oc2ccc(/C=N/NC(=O)c3ccncc3)cc2)cc1 | i | 1.0% | -10.1% | 0.3% | 10.5% | -2.0% | 2.4% | 19.3% | 9.2%
Cc1ccc2nc(SCC(=O)Nc3cccc(Cl)c3)nc(=O)n2c1 | i | 2.2% | 17.8% | 2.0% | 2.5% | -3.2% | 2.8% | -9.5% | -7.1%
O=C(c1cc(-c2ccncc2)nc2ccccc12)N1CCN(c2ccc(N3CCOCC3)nn2)CC1 | i | -3.6% | 13.5% | 0.9% | -9.3% | -5.2% | 11.7% | 5.7% | 0.3%
CCCCCCc1cc2cc(C(=O)Nc3ccccc3)c(=O)oc2cc1O | i | ? | 7.08µM* | -0.9% | -6.1% | -2.6% | -4.2% | 2.3% | ?
COc1cccc(NC(=O)CN(c2cccc(C(F)(F)F)c2)S(C)(=O)=O)c1 | i | 1.9% | -2.1% | -0.8% | -23.0% | -0.9% | -8.5% | 1.7% | -8.1%
CN(c1ccc(OCC(=O)Nc2nc3ccccc3s2)cc1)S(=O)(=O)c1ccccc1 | i | 7.2% | -5.0% | -0.3% | -6.4% | -15.8% | -1.7% | ? | -5.9%
More records.
SMILES | S2 tox | MCF10A rereplic | ATXN2 expr inh | Nrf2 activator | HepG2 tox | A549 tox | EPAC2 antagonist | Nrf2 block | TGFb inhibitor
Cc1ccc2c(c1)NC(=O)C(CC(=O)O)O2 (stereo not drawn) | i | 11.2% | 0.4% | 0.5% | -2.1% | -2.4% | 1.1% | 11.2% | -3.8%
Cc1c(C)n(Cc2ccccc2)c2ccc(C(=O)NCCc3ccccc3Cl)cc12 | · | · | · | -0.4% | -21.4% | -14.2% | · | ? | 0.0%
O=C(Nc1cccc(C(=O)OCc2cc(=O)n3nc(C4CC4)sc3n2)c1)c1cccc(F)c1 | i | · | 13.7% | 0.2% | 7.4% | -5.3% | · | · | 8.9%
O=C(c1cccc(F)c1)N1CCCC(C(=O)N2CCN(c3ccccc3)CC2)C1 (stereo not drawn) | · | -1.9% | 11.5% | -0.5% | 4.5% | 1.9% | -1.8% | -25.2% | -9.5%
Cc1onc(-c2ccccc2)c1-c1csc(COc2ccccc2)n1 | i | -2.3% | · | 0.4% | -33.6% | 0.0% | -19.3% | 0.0% | -23.1%
Nc1nc(-c2ccc(Cl)cc2)nn1C(=O)c1cccnc1 | i | 1.3% | 17.2% | -0.3% | 0.7% | -0.7% | 3.8% | · | 8.5%
COc1ccc(C=C2SC(=S)NC2=O)c(OC)c1OC | ? | 27.0% | 16.4% | 22.0% | -14.7% | 14.6µM* | ? | ? | -4.7%
O=C1c2ccccc2CCC12OC2c1ccncc1 (stereo not drawn) | i | · | · | 18.5% | -3.5% | · | -4.3% | · | -13.5%
COc1ccc(C(=O)OCC(=O)c2ccc(C3CCCCC3)cc2)cc1 | i | -6.7% | -7.1% | -0.7% | -28.8% | -18.2% | -6.1% | ? | -9.2%
C=CCn1c(SCC(=O)NCCOC)nnc1-c1cc2c(s1)CCC(CC)C2 (stereo not drawn) | i | 8.6% | 35.8%[activator] | 2.8% | -3.0% | -4.5% | -4.2% | -10.4% | 14.3%
Cc1ccccc1NC(=O)CSCn1nnc2c(=O)[nH]c(Cc3ccc(F)cc3)nc21 | i | · | 8.8% | 0.3% | 6.9% | -0.8% | · | 8.1% | -9.0%
Cc1noc(C)c1COc1cccc(C(=O)Nc2ccccc2N2CCOCC2)c1 | i | 10.7% | -12.0% | 5.1% | -3.3% | 9.6% | 0.2% | ? | 6.4%
Nc1cccc(-c2cn3cccnc3n2)c1 | i | -2.7% | 7.1% | 5.0% | 15.4% | 1.5% | -1.2% | ? | 2.4%
NC1=NC(=O)C(c2ccccc2)(c2ccccc2)S1 | i | 0.2% | 6.0% | -0.1% | 8.3% | -1.1% | -1.3% | -26.5% | 6.7%
CCCCCCCCCCCC(=O)NC1CCS(=O)(=O)C1 (stereo not drawn) | i | -3.2% | -10.1% | -0.2% | 23.1% | -6.2% | -6.4% | -10.3% | -22.9%
Cc1c(N(C)C(=O)c2ccc3c(c2)OCO3)c(=O)n(-c2ccccc2)n1C | i | 4.5% | -3.2% | 0.2% | 12.3% | 1.6% | 1.0% | 5.7% | 1.8%
Cc1ccc(-c2nc(SCC(=O)N3CCc4ccccc43)c3c(=O)n(C)c(=O)n(C)c3n2)cc1 | i | · | -11.4% | 0.4% | 14.9% | -0.3% | · | · | 0.9%
O=C(Nc1ccc(OCc2ccccc2)cc1)c1cccc([N+](=O)[O-])c1 | i | ? | 0.0% | -0.1% | -14.0% | 2.4% | -1.5% | -4.9% | -4.4%
O=C(CCN1C(=O)C2C3C=CC(C3)C2C1=O)Nc1ccc2c(c1)OCO2 (stereo not drawn) | i | 1.2% | 15.8% | 3.1% | 6.1% | -7.6% | 5.0% | 21.3% | 19.4%

Screening results: PubChem, National Center for Advancing Translational Sciences (NCATS)
